RGS4 act = potentiators or activators of RGS4 | HEK293 M3R/inducible RGS4, carbachol calcium flux Fluo4; hits give low values | B-score at 10 µM | actives 0.92% (n = 310,000);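 active = B-score of the integrated calcium signal more than 4 SD below the library mean, with starting fluorescence not abnormally high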;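 also: negative B-score means reduced calcium response which marks RGS4 activation or potentiation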
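System: HEK293 FlpIn-TREx cells, stable M3R, doxycycline-inducible RGS4. Timing: overnight RGS4 induction, 30 min dye load 37 °C, 20 min compound RT. Also added: carbachol, ECmax concentration. Measured by: Fluo4 fluorescence kinetic imaging of calcium. Evaluation: integrated calcium ratio converted to B score.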
TRPC6 inhibitor = blocks the mouse TRPC6 cation channel; HEK293-TRPC6, membrane potential dye, ACh-evoked depolarization; hits give low values; B-score at 10 µM; actives 1.1% (n = 310,000);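 active = B-score under library mean minus 3 SD, initial fluorescence not abnormally high, positive integrated signal ratio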;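 also: B-score derived from integrated fluorescence ratio over the kinetic read; more negative B-score means stronger inhibition of depolarization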
SKKanGAS inh = blocks kanamycin growth of S. pyogenes SKKanGAS strain | BacTiter-Glo, 6 h | inhibition, % at 7.5 µM | actives 1.3% (n = 300,000) | AID 1662;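 active = mean replicate score, as percent of positive control median, at least 50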;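 also: strain carries kanamycin resistance gene driven by streptokinase promoter and grows in 40 µg/ml kanamycin; loss of luminescence reflects streptokinase promoter inhibition or plain growth inhibition; 0% = median of DMSO wells and 100% = positive control at its reference dose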
MrgX1 ag = agonists of human MrgX1 receptor; B-score at 10 µM; AID 588627; MrgX1-HEK293 cells, Fluo-4 calcium fluorescence, agonist mode; hits give high values; actives 0.44% (n = 310,000);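 active = calcium response B-score plate-corrected fluorescence ratio at least 3 library SD, with starting fluorescence B-score inside 5 SD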
Target sequence (Q96LB2 whole entry, looked up): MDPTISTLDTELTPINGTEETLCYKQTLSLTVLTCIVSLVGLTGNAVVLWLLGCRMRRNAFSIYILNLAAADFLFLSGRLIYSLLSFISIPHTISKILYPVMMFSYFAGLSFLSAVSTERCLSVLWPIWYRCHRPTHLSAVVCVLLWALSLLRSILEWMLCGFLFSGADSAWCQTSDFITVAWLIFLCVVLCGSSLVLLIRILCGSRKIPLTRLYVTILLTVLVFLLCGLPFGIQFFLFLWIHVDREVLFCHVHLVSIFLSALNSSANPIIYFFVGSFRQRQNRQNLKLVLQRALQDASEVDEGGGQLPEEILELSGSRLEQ
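Test system: Stable human MrgX1 HEK293 cell line | Schedule: Overnight plating before 1 h dye loading | Read-out basis: Baseline-normalised fluorescence change ratio, B-scored | Detection: Kinetic calcium dye fluorescence, Fluo-4 NW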
TRPC6 act = activators of mouse TRPC6 channel; B-score at 10 µM; actives 0.13% (n = 310,000); HEK293-TRPC6 membrane potential dye fluorescence; hits give high values; Q61143;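 active = B-score of the integrated fluorescence ratio above library mean plus 3 SD, and starting fluorescence ratio within library mean plus 5 SD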;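 also: higher score means more depolarization so channel activation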
MrgX1 allo act = allosterically activates human MrgX1 receptor signaling; B-score at 10 µM; AID 588675; actives 0.63% (n = 310,000); MrgX1-HEK293, Fluo-4 calcium flux, FDSS; hits give high values;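 active = plate-corrected calcium response at least 3 library SD above typical, normal starting fluorescence, not activating the receptor alone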;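 also: compound read alongside a low EC10 to EC30 dose of BAM8-22 agonist; peak minus trough fluorescence over baseline measured at the second addition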
TRPC4 inh = inhibitors of mouse TRPC4 channel. Q9QUQ5. actives 0.39% (n = 300,000). B-score at 10 µM. HEK293 TRPC4beta/mu-opioid, DAMGO-evoked Fluo4 calcium flux; hits give low values;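 active = B-score over 3 SD under the library average, no early fluorescence shift, positive overall ratio signal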
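Material: HEK293 cells with stable TRPC4beta plus mu-opioid receptor expression / Probe or stimulus: DAMGO in two steps, submaximal then maximal / Compound: single concentration per test compound / Technique: kinetic Fluo4 fluorescence imaging of calcium influx / Read-out: per-well B score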
HIF activator = HIF pathway transcriptional activation. U2OS HRE-luciferase reporter, luminescence; normalized: DMSO 0%, desferrioxamine 100%. activation, % at 7.5 µM (by protocol). actives 0.32% (n = 300,000);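 active = mean activation of at least 10% of the iron chelator positive control signal, with at least half of replicates also reaching 10%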
RGS4 block = human RGS4 inhibition; P49798; HEK293 M3R/RGS4 inducible, Fluo-4 calcium flux; hits give high values; triggered by carbachol at its EC20; B-score at 10 µM; actives 0.45% (n = 310,000);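 active = B-score, a plate-corrected calcium signal, over three deviations above library mean, with baseline fluorescence within five deviations of library mean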;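 also: RGS4 expression induced by doxycycline in cells with stable M3 receptor; B-score is computed from the integrated fluorescence ratio over baseline after carbachol; higher B-score means a larger calcium signal and so more RGS4 inhibition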
Target sequence (P49798 whole entry, looked up): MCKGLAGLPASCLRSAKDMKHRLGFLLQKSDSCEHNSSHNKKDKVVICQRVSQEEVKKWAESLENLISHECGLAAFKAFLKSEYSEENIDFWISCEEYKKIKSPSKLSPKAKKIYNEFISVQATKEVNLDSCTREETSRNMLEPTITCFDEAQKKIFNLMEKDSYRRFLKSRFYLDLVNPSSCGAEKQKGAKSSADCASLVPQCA
MrgX1 antagonist = blocks BAM8-22 activation of human MrgX1 receptor | actives 1.3% (n = 310,000) | B-score at 10 µM | MRGX1-HEK293 calcium flux, Fluo-4, BAM8-22 antagonism; hits give low values | AID 588676;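 active = calcium-response B-score plate-corrected more than 3 library SD below zero, starting fluorescence within 5 deviations, no agonist response on first addition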;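 also: peak minus trough fluorescence over baseline after final BAM8-22 challenge near maximal dose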
Platelet DG rel = modulates dense granule release in human platelets; human platelet-rich plasma, SFLLRN dense granule ATP release, luminescence; inhibition, %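 (compounds screened at 7.5 µM in platelet-rich plasma)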; actives 0.22% (n = 300,000); AID 1663;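 active = mean replicate score, as percent of positive control, at or above 50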
Numbers without * were called inactive; i = inactive; x = not tested or not shown.

Values run as follows: RGS4 act	TRPC6 inhibitor	SKKanGAS inh	MrgX1 ag	TRPC6 act	MrgX1 allo act	TRPC4 inh	HIF activator	RGS4 block	MrgX1 antagonist	Platelet DG rel
Cc1ccc(/C=C/C(=O)O)cc1S(=O)(=O)NC1CCS(=O)(=O)C1 (configuration not stated)
  i	i	0.6	i	i	i	i	-0.1	i	i	-0.9
COc1cccc(CNC(=O)c2ccccc2N)c1
  i	i	0.2	i	i	i	i	0.1	i	i	11.2
CC1CCCN(S(=O)(=O)c2cccc(-c3cn4cccnc4n3)c2)C1 (configuration not stated)
  i	i	-2.2	i	i	i	i	0.1	i	i	-23.3
O=C(c1ccc(Cl)cc1)N1CCC(C(=O)N2CCCc3ccccc32)CC1
  i	i	-6.9	i	i	i	i	0.2	i	i	8.1
Cc1nc(Sc2cccn2C)c(C(F)(F)F)c(=O)[nH]1
  i	i	1.2	i	i	i	i	-0.4	i	i	8.0
COc1ccc(/C=C2\C(=O)NC(=S)N2C(=O)c2ccc(C)cc2)cc1
  i	i	20.8	i	i	i	i	0.4	i	i	-5.8
Cc1ccc(N/C=C2\C(=O)N(c3ccc(F)cc3F)C(c3cccnc3)S2(=O)=O)cc1 (configuration not stated)
  i	i	2.0	i	i	i	i	-0.1	i	i	14.0
COC(=O)c1ccc(COC(=O)CNC(=O)CNC(=O)c2ccc(OC)cc2)cc1
  i	i	2.0	i	i	i	i	0.3	i	i	-3.7
CCCCCN(C(=O)CCC(=O)OCC(=O)Nc1cccc(SC)c1)c1c(N)n(CCCC)c(=O)[nH]c1=O
  i	i	-1.2	i	i	i	i	0.0	i	i	25.3
CN(C)C=NC1=NN(c2cccc(C(F)(F)F)c2)CC1
  i	i	0.8	i	i	i	i	-0.2	i	i	1.0
CN(Cc1nc2ccc(F)cc2[nH]1)Cc1nc(CC2CC2)no1
  i	i	1.6	i	i	i	i	-0.1	i	i	-5.9
O=C(C1CCN(S(=O)(=O)c2cnc[nH]2)CC1)N1CCc2ccccc2C1
  i	i	7.2	i	i	i	i	1.3	i	i	-5.6
COc1ccccc1NC(=O)C(C(C)C)N1C(=O)c2ccccc2C1=O (configuration not stated)
  i	i	2.3	i	i	i	i	-3.6	i	i	2.0
COc1ccc(Cl)cc1NC(=S)NCCSc1ccc(C)cc1
  i	i	2.2	i	i	i	i	0.0	i	i	1.2
Cc1cc2ccccc2c(=O)[nH]1
  i	i	5.5	i	i	i	i	x	i	i	0.0
O=c1oc(-c2ccco2)nc2ccccc12
  i	i	6.8	i	i	i	i	-0.2	i	i	1.2
CCOc1ccc(CCNC(=O)COC(=O)c2ccc(OC(C)C)cc2)cc1OCC
  i	i	-6.4	i	i	i	i	-0.5	i	-4.85*	-14.0
CC1CCCCN1S(=O)(=O)c1ccc(C(=O)Nc2nnc(-c3ccccn3)o2)cc1 (configuration not stated)
  i	i	17.9	i	i	i	i	-0.5	i	i	6.1
COc1ccc(-c2cc(C(F)(F)F)nc(SCC(=O)N(C)Cc3cnn(C)c3C)n2)cc1OC
  i	i	-1.3	i	i	i	i	-1.5	i	i	-10.2
O=C(Nc1nc(-c2ccc3ccccc3c2)cs1)C1CCN(S(=O)(=O)c2cccs2)CC1
  i	i	14.5	i	i	i	i	0.1	i	i	0.2
CCOC(=O)c1[nH]c2c(c1-c1ccccc1)C(=O)CC(c1ccc(OCC)cc1)C2 (configuration not stated)
  i	i	4.2	i	i	i	i	0.3	i	i	-8.0
COc1ccc(N2CCN(CC(O)COc3ccccc3[N+](=O)[O-])CC2)cc1 (configuration not stated)
  i	i	-5.8	i	i	i	i	0.1	i	i	8.9
Cn1c(=O)n(C)c2cc(S(=O)(=O)NCCOCCO)ccc21
  i	i	3.6	i	i	i	i	-0.1	i	i	4.7
CCOC(=O)c1cnc(-n2nc(C)cc2C)nc1NC1CCCC1
  i	i	96.5*	i	i	i	i	0.5	i	-4.69*	5.2
O=C(COc1ncnc2cc(Cl)ccc12)c1ccccc1
  i	i	-1.1	i	i	i	i	0.7	i	i	4.9
COc1ccccc1C(=O)NC(=O)COC(=O)c1cnc(C)cn1
  i	i	-3.1	i	i	i	i	-1.8	i	i	-1.5
Cc1ccc(C(=O)N/C(=C\c2ccc([N+](=O)[O-])cc2)C(=O)NCCc2ccccc2)cc1
  i	i	0.0	i	i	i	i	-0.3	i	i	-5.2
O=C(Nc1ccncc1)c1cn(-c2ccccc2)nc1-c1cccs1
  i	i	5.5	i	i	i	i	1.0	i	i	-0.3
Cc1cc(/C=C2\SC(=Nc3ccc(F)cc3)NC2=O)c(C)n1-c1ccc(S(N)(=O)=O)cc1
  i	i	61.4*	i	i	i	i	1.9	i	i	-3.1
COc1ccc(-c2cccc(NC(=O)c3ccco3)c2)nn1
  i	i	-13.5	i	i	i	i	0.4	i	i	-5.4
CCCCNC(=O)c1cc2c(C)cc(C)cc2[nH]1
  i	i	11.5	i	i	i	i	0.5	i	i	-21.7
c1ccc(-c2n[nH]c3c2CCC3)cc1
  i	i	31.0	i	i	i	i	-0.1	i	i	2.0
COc1ccc(CNC(=S)Nc2cc(OC)ccc2OC)cc1
  i	i	-3.8	i	i	i	i	0.6	i	i	16.4
CCN(C(=O)COc1ccccc1[N+](=O)[O-])C1CCS(=O)(=O)C1 (configuration not stated)
  i	i	5.8	i	i	i	i	0.0	i	i	14.0
COc1ccc(CCN2CC(C(=O)N3CCC(OC)CC3)CCC2=O)cc1 (configuration not stated)
  i	i	44.2	i	i	i	i	0.0	i	i	6.3
CN(c1ccc(C(=O)NCc2ccc3c(c2)OCO3)cc1)S(=O)(=O)c1ccccc1
  i	i	4.0	i	i	i	i	-0.3	i	i	3.5
CCCCCN(C(=O)CCC(=O)OCC(=O)c1c(C)cc(C)cc1C)c1c(N)n(CCCC)c(=O)[nH]c1=O
  i	i	-0.9	i	i	i	i	-0.4	i	i	-11.7
COc1ccc(S(=O)(=O)Nc2cc(S(=O)(=O)c3ccccc3)c(O)cc2C)cc1
  i	i	2.1	i	i	i	i	-1.7	i	i	-3.5
COc1cc(/C=C/C(=O)NC2CCCCC2)cc(OC)c1OC
  i	i	-6.3	i	i	i	i	-1.3	i	i	3.5
CCCCOc1ccc(S(=O)(=O)NC(=O)NCc2ccc(OCCC)cc2)cc1
  i	i	-3.0	i	i	i	i	-0.6	i	i	7.9
CCCC(c1nnnn1CS(=O)(=O)c1ccc(C)cc1)N1CCN(c2ccccc2)CC1 (configuration not stated)
  i	i	6.1	i	i	i	i	-0.1	i	i	7.8
O=C(COC(=O)c1ccc(F)cc1)Nc1nc2ccc([N+](=O)[O-])cc2s1
  i	i	-3.5	i	i	i	i	-0.2	i	i	7.6
COc1ccc(CNC(=O)COC(=O)Cc2ccc(Cl)cc2Cl)cc1
  i	i	-19.2	i	i	i	i	-0.2	i	i	2.7
C=CCON1C(=O)C(=O)N(OCC=C)[C@H]2CCCC[C@H]21
  i	i	2.1	i	i	i	i	-0.2	i	i	4.4
CCNc1nc(SC(C)C(=O)Nc2ccccc2)nc(N(C)C)n1 (configuration not stated)
  i	i	-1.6	i	i	i	i	-0.2	i	i	13.1
CC(C)=CC(=O)OCC(=O)Nc1cccc([N+](=O)[O-])c1
  i	i	-3.5	i	i	i	i	-0.1	i	-8.62*	25.8
Cc1cccc(-n2ncc3c2CCCC3NC(=O)CCc2cccnc2)c1C (configuration not stated)
  i	i	5.5	i	i	i	i	0.3	i	i	-5.0
Cc1c(C(=O)CN2CCN(c3ccccc3)CC2)c2ccccc2n1C
  i	i	-1.7	i	i	i	i	4.4	i	i	-1.0
CC(OC(=O)C1=Cc2ccccc2OC1)C(=O)NCc1ccco1 (configuration not stated)
  i	i	-14.2	i	i	i	i	0.8	i	i	-5.6
CC1CCCCC1NC1=NCCCS1 (configuration not stated)
  i	i	1.2	i	i	i	i	0.3	i	i	-3.1
CCOC(=O)Cc1csc(NC(=O)c2ccc(Br)o2)n1
  i	i	5.2	i	i	16.5*	i	-0.1	i	i	3.9
Cc1cc(=O)[nH]c(N/N=C/c2c(C)nn(-c3ccc(F)cc3)c2Cl)n1
  i	i	4.0	i	i	i	i	-0.9	i	i	3.2
Cc1ccc(C(=O)NCCSc2ccc(Cl)cc2)cc1S(=O)(=O)Nc1ccccc1
  i	i	21.7	i	i	i	i	0.3	i	i	-3.7
CCOC(=O)c1nn(-c2cccc(C)c2)c2nnc(Cc3ccc(C)cc3)c(=O)n12
  i	i	6.8	i	i	i	i	-0.5	i	i	-8.3
CCOC(=O)C(C)Sc1ncc(OC)c(=O)[nH]1 (configuration not stated)
  i	i	-6.7	i	i	i	i	0.2	i	i	-7.9
Cc1nn(-c2ccccc2)c(NC(=O)c2cccs2)c(-c2ccccc2)c1=O
  i	i	-1.4	i	i	i	i	-0.3	i	i	1.8
CCN1C(=O)[C@@H]2[C@H](C1=O)[C@@H]1C(=O)Nc3ccccc3C(=O)N1[C@@H]2c1ccc(OC)cc1
  i	i	3.7	i	i	i	i	-0.6	i	i	-1.7
COc1ccc(-n2nc(C(=O)NCC(=O)N3CCOCC3)c3ccccc3c2=O)c(OC)c1
  i	i	3.6	i	i	i	i	0.2	i	i	0.5
Cc1cc2ncc(C(N)=O)cn2n1
  i	i	5.0	i	i	i	i	0.0	i	i	2.5
CCN1CCCC1CNC(=O)c1c(O)c2c([nH]c1=O)CCCC2 (configuration not stated)
  i	i	4.3	i	i	i	i	1.6	i	i	4.3

Continued:
Values run as follows: RGS4 act	TRPC6 inhibitor	SKKanGAS inh	MrgX1 ag	TRPC6 act	MrgX1 allo act	TRPC4 inh	HIF activator	RGS4 block	MrgX1 antagonist	Platelet DG rel
Cc1cccc(C)c1NC(=O)CN(C)C(=O)c1cccc(S(=O)(=O)N2CCN(c3ccc(F)cc3)CC2)c1
  i	i	5.4	i	i	9.02*	i	0.0	i	i	-0.8
O=C(Nc1ccccc1C(=O)O)c1ncn[nH]1
  i	i	-3.0	x	i	x	i	-0.6	i	x	0.8
C/C(=N\Nc1nc2ccccc2[nH]1)c1cccs1
  i	-13.6*	39.6	i	i	i	i	1.5	i	i	5.6
CCCNC(=O)c1ccccc1NC(=O)COc1cccc2c1OC(C)(C)C2
  i	i	12.5	i	i	i	i	-0.5	i	i	12.1

Compound activity from PubChem BioAssay.
